hDAT+cocaine = human DAT dopamine uptake with cocaine, either direction | Q01959 | LLC-PK1 hDAT cells, [14C]-dopamine uptake with cocaine IC80; actives deviate in either direction | B-score at 10 µM | 1.3% of 110,000 active | AID 449768;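 active = Z score or B-score, a plate-position-corrected score, falls beyond the plate's 99.7% confidence bounds, in either direction; inactive = both scores lie inside the 99.7% bounds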;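 note: scored against the spread of the other compound wells on the same plate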
HUVEC tox IL1B = HUVEC cytotoxicity counter-screen, IL-1B stimulated; HUVEC cell count loss, Hoechst imaging; cell count reduction, % at 2 µM; 0.41% of 94,000 active; AID 845;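 active = cell count reduction more than 3 SD above the screen-wide mean, cut at about 70% in these data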;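 note: normalized per plate to untreated control cells as the no-loss baseline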
E coli WT exp = blocks growth of wild type E. coli BW25113 | OD600 absorbance | growth inhibition, % at 100 µM | 0.15% of 98,000 active | AID 710;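 active = growth inhibition above about 50% at one test dose, limit read from the data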;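 note: growth measured after 20 h incubation at 37 °C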
cytoskel mod = alters cytoskeleton assembly in HUVEC cells. inhibition, % at 2 µM. HUVEC TNFa F-actin phalloidin imaging, high content. 0.18% of 91,000 active;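 active = inhibition above the batch mean plus 3 SD and confirmed as a hit by visual image inspection, cut at about 30% in these data, passing the limit was not always enough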; note: strong numbers were not always called active
VCAM1 TNFa inh = reduces TNF alpha induced VCAM1 expression in HUVEC | HUVEC TNFa-induced VCAM-1 immunofluorescence, high-content imaging | inhibition, % at 2 µM | 0.48% of 95,000 active;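 active = inhibition above the batch mean plus 3 SD, with images confirmed as a hit by eye, cut at about 37% in these data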;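 note: 0% = TNF-stimulated DMSO wells and 100% = unstimulated control wells; not every result past the cut was called active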
sEH inhibitor = soluble epoxide hydrolase (human) inhibition | P34913 | recombinant human sEH enzymatic activity assay | inhibition, % at 2 µM | 0.34% of 91,000 active | AID 707; in the data active = inhibition above about 80%; note: values of inactives mirror those of a sister screen read the other way; many of its hits are not listed in these tables
TNFa cytotox = toxic to HUVEC cells under TNF alpha stimulation; HUVEC TNFalpha-stimulated, Hoechst cell count, imaging; cell count reduction, % at 2 µM; 0.17% of 93,000 active;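 active = cell count reduction exceeding the screen mean by over 5 SD, scaled to untreated wells per plate, cut at about 78% in these data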;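 note: cells counted after 24 h of TNF alpha exposure following the 1 h pretreatment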
PLK1 kinase inh = inhibitors of human PLK1 kinase. P53350. recombinant PLK1 kinase, TR-FRET peptide phosphorylation. inhibition, % at 10 µM. 0.53% of 97,000 active. AID 619;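 active = inhibition of 50% or more in the single-concentration screen; inactive = inhibition below 50%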;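 note: 0% = DMSO max control and 100% = H-89 dihydrochloride min control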
Target sequence (P53350 whole entry, looked up): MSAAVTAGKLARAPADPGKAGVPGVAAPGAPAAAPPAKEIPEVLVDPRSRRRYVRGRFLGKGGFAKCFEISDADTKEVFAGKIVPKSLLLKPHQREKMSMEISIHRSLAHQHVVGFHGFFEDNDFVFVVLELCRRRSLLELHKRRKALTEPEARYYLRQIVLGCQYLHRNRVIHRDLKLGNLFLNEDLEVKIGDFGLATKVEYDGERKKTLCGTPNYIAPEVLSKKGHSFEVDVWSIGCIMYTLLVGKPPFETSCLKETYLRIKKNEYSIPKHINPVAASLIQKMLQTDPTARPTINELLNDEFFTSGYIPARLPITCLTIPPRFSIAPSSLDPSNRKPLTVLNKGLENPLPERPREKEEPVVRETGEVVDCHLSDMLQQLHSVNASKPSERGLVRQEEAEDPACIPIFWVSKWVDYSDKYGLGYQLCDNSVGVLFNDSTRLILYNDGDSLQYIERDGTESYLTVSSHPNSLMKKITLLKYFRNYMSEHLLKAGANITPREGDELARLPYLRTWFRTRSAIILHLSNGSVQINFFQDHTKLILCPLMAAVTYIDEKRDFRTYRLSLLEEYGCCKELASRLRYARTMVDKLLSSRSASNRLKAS
Plk1 PBD FP = inhibitors of human Plk1 polo box domain binding; inhibition, %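 (tested at about 20 µM)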; AID 693; 0.13% of 97,000 active; Plk1 PBD phosphopeptide binding, fluorescence polarization; in the data active = inhibition above about 34%, passing the limit was not always enough
The depositor's hits bear a star; · = no result given.

SMILES	hDAT+cocaine	HUVEC tox IL1B	E coli WT exp	cytoskel mod	VCAM1 TNFa inh	sEH inhibitor	TNFa cytotox	PLK1 kinase inh	Plk1 PBD FP
CCCN(Cc1ccc(N(CC)CC)cc1)CC1CC1	-0.37	14	4	-8	2	-8	-5	-17	17
O=C(c1ccc(Cl)s1)N1CCOCC1	-0.65	0	7	-1	2	13	-8	-5	5
CCNC(=O)N1CCNC(=O)C1CC(=O)Nc1ccc(C(=O)OCC)cc1 (stereo unspecified)	0.049	-24	-9	-18	20	19	0	-9	-21
Cc1nc(N)sc1-c1csc(Nc2ccccc2)n1	0.62	-21	2	·	·	10	·	0	12
CN(CC(=O)N1CCN(C2CCCCC2)CC1)S(=O)(=O)c1cccc2nsnc12	-0.082	-19	-3	-12	-1	-5	11	-13	-8
O=C(Nc1ccc(Oc2ccccc2)cc1)c1cnc2n(c1=O)CCS2	-0.15	-18	-5	6	-12	-12	-8	-18	12
CCOC(=O)c1ccc(N2C(=O)CC(Sc3nnc(C)s3)C2=O)cc1 (stereo unspecified)	-1	6	3	12	24	8	23	-5	-15
CCc1cc2cc3c(cc2nc1SCC(=O)N1CCN(C(=O)c2ccco2)CC1)OCO3	1.3	-6	-1	-19	-9	-4	-3	-13	-12
O=C(CNC1CCCCCC1)Nc1ccccc1N1CCCCC1	-0.043	-8	15	8	-2	-5	-20	-3	-15
CC(=O)Nc1nnc(CCN2CCCCC2)s1	-1.2	-10	3	-15	7	-8	1	0	-1
Cc1ccc(Nc2nc3c(s2)CCC3)c(C)c1	-0.58	-24	·	-3	16	2	-6	-14	0
CCN(CC#CCC1(O)c2ccccc2-c2ccccc21)C(C)C	-1.1	-18	4	7	-49	4	-14	0	20
COC(=O)C1CCN(C(=O)c2ccc(SC)cc2OC)CC1	0.72	-8	6	-22	1	·	-19	-11	18
CCOC(=O)c1cnc(N2CCOCC2)[nH]c1=O	-0.07	-23	-2	0	11	0	-26	15	4
CC1CN(C(=O)c2cc(S(=O)(=O)N3CCCC3)c(Cl)cc2Cl)CC(C)O1 (stereo unspecified)	-1.5	64	2	5	8	8	-16	-8	1
N#Cc1c(N)nc2c(c1N)CC(CO)O2 (stereo unspecified)	·	-30	-2	-18	20	6	-14	6	-6
Cc1ccc(-c2nnn(CC(=O)NCC3COCCO3)n2)o1 (stereo unspecified)	0.67	-9	-1	2	3	22	-19	1	-8
Cc1cc(Cl)c(S(=O)(=O)Nc2ccc3c(c2)OCO3)cc1OCC(=O)NC1CCCCC1	0.041	-61	-9	8	12	-1	-18	2	21
COC1CCCCC1Nc1cccc(SC)c1 (stereo unspecified)	1.2	0	1	·	·	-1	·	-6	-10
Cn1c(SCC(=O)NCc2ccc3c(c2)OCO3)nc2scc(-c3cccs3)c2c1=O	0.82	-6	-10	-53	11	13	-36	-9	-4

Some of the entries above in another layout:
mol | hDAT+cocaine | HUVEC tox IL1B | E coli WT exp | cytoskel mod | VCAM1 TNFa inh | sEH inhibitor | TNFa cytotox | PLK1 kinase inh | Plk1 PBD FP
CCCN(Cc1ccc(N(CC)CC)cc1)CC1CC1 | -0.37 | 14 | 4 | -8 | 2 | -8 | -5 | -17 | 17
O=C(c1ccc(Cl)s1)N1CCOCC1 | -0.65 | 0 | 7 | -1 | 2 | 13 | -8 | -5 | 5
CCNC(=O)N1CCNC(=O)C1CC(=O)Nc1ccc(C(=O)OCC)cc1 (stereo unspecified) | 0.049 | -24 | -9 | -18 | 20 | 19 | 0 | -9 | -21
Cc1nc(N)sc1-c1csc(Nc2ccccc2)n1 | 0.62 | -21 | 2 | · | · | 10 | · | 0 | 12
CN(CC(=O)N1CCN(C2CCCCC2)CC1)S(=O)(=O)c1cccc2nsnc12 | -0.082 | -19 | -3 | -12 | -1 | -5 | 11 | -13 | -8
O=C(Nc1ccc(Oc2ccccc2)cc1)c1cnc2n(c1=O)CCS2 | -0.15 | -18 | -5 | 6 | -12 | -12 | -8 | -18 | 12
CCOC(=O)c1ccc(N2C(=O)CC(Sc3nnc(C)s3)C2=O)cc1 (stereo unspecified) | -1 | 6 | 3 | 12 | 24 | 8 | 23 | -5 | -15
CCc1cc2cc3c(cc2nc1SCC(=O)N1CCN(C(=O)c2ccco2)CC1)OCO3 | 1.3 | -6 | -1 | -19 | -9 | -4 | -3 | -13 | -12
O=C(CNC1CCCCCC1)Nc1ccccc1N1CCCCC1 | -0.043 | -8 | 15 | 8 | -2 | -5 | -20 | -3 | -15
CC(=O)Nc1nnc(CCN2CCCCC2)s1 | -1.2 | -10 | 3 | -15 | 7 | -8 | 1 | 0 | -1
Cc1ccc(Nc2nc3c(s2)CCC3)c(C)c1 | -0.58 | -24 | · | -3 | 16 | 2 | -6 | -14 | 0
CCN(CC#CCC1(O)c2ccccc2-c2ccccc21)C(C)C | -1.1 | -18 | 4 | 7 | -49 | 4 | -14 | 0 | 20
COC(=O)C1CCN(C(=O)c2ccc(SC)cc2OC)CC1 | 0.72 | -8 | 6 | -22 | 1 | · | -19 | -11 | 18

Continued.
SMILES	hDAT+cocaine	HUVEC tox IL1B	E coli WT exp	cytoskel mod	VCAM1 TNFa inh	sEH inhibitor	TNFa cytotox	PLK1 kinase inh	Plk1 PBD FP
CCOC(=O)/C(C#N)=C/c1cc(C)n(-c2ccc(Br)cc2)c1C	·	10	-10	2	-22	8	-32	-16	-10
COc1cc(CN(C(=O)c2ccco2)c2ccc(C)cc2)ccc1O	0.42	-10	29	64	8	-2	-30	0	5
CC(C)CCNC(=O)c1ccc(CSCc2cccc(F)c2)o1	0.27	5	-3	-3	2	58	-10	-13	8
CCN1CCN(CC(=O)Nc2cccc(C)c2C)C(=O)C1=O	0.21	4	5	-15	1	-10	6	-14	-6
O=C(OCc1nc2ccccc2s1)c1ccc(Br)s1	-1	26	-9	1	3	-12	-3	-10	-35
C=CCc1ccc(OCCOCCOc2ccccc2[N+](=O)[O-])c(OC)c1	1.2	-9	2	1	6	-17	-21	-12	12
CCn1nccc1C(=O)Nc1cc(Cl)cc(Cl)c1	1.5	-6	·	-8	22	8	-29	-4	-5
S=c1[nH]nc(CSCc2ccc(Cl)cc2Cl)n1-c1ccccc1	0.55	-6	15	-21	6	-15	-1	5	-17
CCC(Oc1ccccc1)C(=O)N1CCN(C(=O)C(CC)Oc2ccccc2)CC1 (stereo unspecified)	1.5	13	4	-10	10	5	-4	-4	11
O=C(c1ccc(Cl)nc1)N1CCc2ccccc2C1	-1	-104	4	-6	-13	-24	12	-9	-21
N#Cc1nc(Cc2cccc3ccccc23)oc1NCc1ccco1	-0.2	-10	-2	-5	10	22	5	-5	12
Cn1c(SCc2c(Cl)cccc2Cl)nc(C(F)(F)F)cc1=O	1.7	28	-8	23	6	11	-3	-9	-15
Cc1ccc(C(=O)N(Cc2ccc3c(c2)OCO3)Cc2nc3ccccc3c(=O)[nH]2)cc1	0.72	-6	-10	25	1	-18	-21	-7	16
CC1(C)Cc2c(c(N3CCOCC3)nc3sc4c(N5CCOCC5)nnnc4c23)CS1	·	5	-12	1	7	-2	-6	-9	15
C/C=C/c1ccc(Oc2nnnn2-c2ccc(C(N)=O)cc2)c(OC)c1	-0.45	-43	-3	-2	11	-1	-2	-2	-14
Cc1c(CCO)c(=O)n(-c2ccccc2)n1S(=O)(=O)c1ccc(Cl)cc1	-0.18	-29	-3	31*	13	-1	-43	5	-5
O=C(NCSc1ccncn1)c1ccccc1	-0.31	2	-2	-13	-8	4	-9	-4	-22
Cc1ccc(S(=O)(=O)N2CCN(C(=O)CSc3nc4ccccc4c(=O)[nH]3)CC2)cc1	-0.14	·	-13	·	·	11	·	-13	2
O=C(CSc1nc(-c2ccco2)cc(C(F)(F)F)n1)Nc1cccnc1	-0.24	34	-7	12	18	7	-19	-2	4
Oc1ccccc1-c1nc2cnccn2c1Nc1ccc2c(c1)OCCO2	0.89	·	-3	15	-2	-20	-6	42	-13
COc1ccc(NC(=O)CNS(=O)(=O)c2ccc(Cl)cc2)cc1	-1	1	·	-4	-14	-6	-11	-2	17
COc1ccc(NC(=O)CCN2CCCCC2)cc1	-0.47	-88	-10	·	-30	12	-12	-3	9
COc1cccc(CN2CCN(C(=O)c3cccc(F)c3)CC2)c1	·	24	·	0	14	3	33	-4	16
CCCCCNC(=O)CSC1=N/C(=C\c2ccc(Cl)c(Cl)c2)C(=O)N1CC	-1.1	-10	1	7	10	-13	7	-9	-2
Cc1cc(C)c2nc(N3CCC(C(=O)N4CCN(c5ncccn5)CC4)CC3)sc2c1	-0.06	-9	3	·	3	4	-10	-10	0
COc1cc(/C=N/NC(=O)CCn2c3ccccc3c3ccccc32)ccc1O	0.57	1	-11	18	5	-11	6	-8	3
COc1ccc(C2CC(C(F)(F)F)n3nc(C(=O)O)c(Cl)c3N2)cc1OC (stereo unspecified)	-0.32	-9	0	17	17	21	29	-2	22
Cc1ccc(C)c(NC2=NC3(CCCCC3)N=C(N)N2)c1	0.36	-41	·	10	-6	-8	·	-8	-2
O=[N+]([O-])c1cnccc1Nc1cccc(F)c1	-0.18	-23	·	10	18	-22	5	-1	28
CN(C)c1nc(N2CCOCC2)nc(N(c2ccccc2)c2ccccc2)n1	-0.67	-80	-9	-15	17	-5	-23	-10	-8
CCCCC(=O)Nc1cccc(NC(=O)c2ccc(Br)o2)c1	0.84	-13	11	-11	-3	13	7	-3	-35
O=C(N/N=C/c1ccncc1)c1nc(-c2ccccc2)n2c1CCCCC2	-0.028	4	5	-6	-3	2	-4	-6	-11
CC(=O)OCc1c(C(F)(F)F)nn(C)c1Oc1cccc(C(F)(F)F)c1	0.018	-1	6	10	3	4	21	-8	-16
CC(=O)OC(C#CCN1CCOCC1)c1ccccc1 (stereo unspecified)	0.38	-9	1	0	4	-1	-8	-2	8
CC(Cc1cccs1)NC(=O)Nc1ccc(F)cc1 (stereo unspecified)	·	-13	6	·	-3	64	-13	-10	-15
c1ccc(-n2ncc3c(N4CCCC4)ncnc32)cc1	0.43	-38	5	20	-6	·	-36	17	-12
CC(=O)c1cc2c(=O)c3ccccc3oc2nc1C	0.36	13	·	12	3	-5	-34	-13	-17
COc1ccc(NC(=O)N2CCC(C(=O)c3ccc(F)cc3)CC2)cc1	0.92	2	-3	4	-2	3	12	-11	-13
O=C(Cc1coc2ccc3ccccc3c12)Nc1nnc(C2CC2)s1	·	16	-5	3	-17	-2	·	-3	2
O=C1N/C(=N\N=C\c2ccc3ncccc3c2)SC1Cc1ccc(SC(F)F)cc1 (stereo unspecified)	-0.68	-14	1	-12	-12	-16	-4	-8	-14
Cc1c(NC(=O)CN2CCCc3ccccc32)c(=O)n(-c2ccccc2)n1C	-1.1	-27	3	-18	5	-3	-14	4	-16
CN1/C(=C\C=Nc2ccccc2)C(C)(C)c2ccccc21	0.26	·	2	10	12	0	-8	-8	1
CN(CCOCCOc1ccc2ccccc2c1)Cc1ccccc1	-0.41	-12	19	·	-13	2	3	10	-33
CC1(C)OC(=O)C(=CNc2cccc(O)c2)C(=O)O1	-0.14	-33	0	26	-1	-3	-7	0	-21
C=CCSc1nnc2nc3c(nn12)c1cc(C)ccc1n3CC=C	-0.21	-15	0	-14	2	14	-21	-10	3
COc1ccc(OC)c(C2=Nn3c(nnc3-c3ccco3)SC2)c1	-0.072	-113	8	-24	12	-10	6	4	4
CC(NC(=O)NCC1CCCO1)(C(F)(F)F)C(F)(F)F (stereo unspecified)	0.13	-5	1	-25	14	-16	0	-5	-21
CN(C(=O)c1cccc(C#N)c1)c1nnc(C2CCOC2)s1 (stereo unspecified)	0.99	-9	0	-49	0	4	11	1	1

Screening data (PubChem)
